# Compound activity: PubChem BioAssay, Broad Institute
# PAX8 inh HTS: PAX8 transcriptional activity inhibition | RMG-I TPO-luciferase reporter, SteadyGlo, 24 h | inhibition, % at 12.6 µM | hit rate 1.2% among 360,000 | AID 652154;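 active means mean replicate inhibition at least 60% with every replicate also reaching 60%; inconclusive means only one of the two criteria is met; inactive means mean below 60% and not all replicates reaching 60%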;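 further: luciferase light reporting Pax8 driven TPO promoter activity; plate controls were median of neutral control wells for no effect and mitoxantrone controls for full effect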
# ERAP1 inh: blocks human ERAP1 aminopeptidase activity. Q9NZ08. recombinant ERAP1, Leu-AMC fluorescence, 60 min. inhibition, % at 10.7 µM. hit rate 0.15% among 340,000. AID 652197;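 active means mean replicate inhibition of at least 30%, or all replicates individually reaching that 30% level; inactive means mean below 30% and not every replicate reaching it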;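 further: 0% = neutral control wells and 100% = L-leucinethiol positive control wells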
# Target sequence (Q9NZ08 whole entry, looked up): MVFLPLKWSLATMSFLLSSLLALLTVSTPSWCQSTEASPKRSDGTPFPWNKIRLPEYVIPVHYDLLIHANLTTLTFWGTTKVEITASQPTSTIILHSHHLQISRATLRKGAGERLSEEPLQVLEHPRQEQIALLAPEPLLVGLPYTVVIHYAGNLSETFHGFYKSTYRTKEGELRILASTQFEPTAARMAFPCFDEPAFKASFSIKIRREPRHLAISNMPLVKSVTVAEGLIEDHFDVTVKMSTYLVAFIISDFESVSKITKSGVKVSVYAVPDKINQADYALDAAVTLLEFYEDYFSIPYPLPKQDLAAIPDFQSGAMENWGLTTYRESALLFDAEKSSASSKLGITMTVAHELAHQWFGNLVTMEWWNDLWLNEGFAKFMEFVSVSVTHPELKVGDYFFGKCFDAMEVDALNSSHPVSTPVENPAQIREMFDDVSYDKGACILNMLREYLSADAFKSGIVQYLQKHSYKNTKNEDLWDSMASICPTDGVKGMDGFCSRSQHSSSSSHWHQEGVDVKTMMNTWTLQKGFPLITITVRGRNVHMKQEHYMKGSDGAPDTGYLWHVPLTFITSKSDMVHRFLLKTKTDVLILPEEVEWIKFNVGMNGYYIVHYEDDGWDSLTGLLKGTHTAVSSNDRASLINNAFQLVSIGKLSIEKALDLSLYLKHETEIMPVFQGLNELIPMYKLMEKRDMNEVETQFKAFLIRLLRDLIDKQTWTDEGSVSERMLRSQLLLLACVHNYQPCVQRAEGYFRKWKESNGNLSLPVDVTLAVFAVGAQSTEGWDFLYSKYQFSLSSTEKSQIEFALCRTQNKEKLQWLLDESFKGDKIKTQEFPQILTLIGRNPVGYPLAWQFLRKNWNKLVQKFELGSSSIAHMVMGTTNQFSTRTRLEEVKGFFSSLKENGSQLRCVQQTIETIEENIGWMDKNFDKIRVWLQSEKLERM
# S100A4 MyoIIA: blocks human S100A4 binding to myosin IIA peptide; S100A4/TAMRA-MyoIIA peptide fluorescence polarization; inhibition, % at 10.7 µM; hit rate 0.14% among 360,000; AID 652163;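 active means mean inhibition of at least 70% across replicates, with every replicate also reaching that level; inconclusive means mean inhibition reaches 70% but some replicates fall short; inactive means mean inhibition below 70%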
# Target sequence (P26447 whole entry, looked up): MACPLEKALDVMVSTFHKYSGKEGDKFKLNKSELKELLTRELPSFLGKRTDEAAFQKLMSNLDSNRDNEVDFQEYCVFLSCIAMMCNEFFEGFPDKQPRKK
#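 incubation = readout 5 min after mixing, signal stable up to 60 min | system = S100A4 monomer protein | buffer or medium = HEPES pH 7.2 with CaCl2, KCl, NaCl, DTT, Triton | benchmarks = neutral control DMSO, positive control TFP | also added = fluorescent myosin IIA peptide, 5 nM | compound dosing = one concentration per compound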
# LGR2 inh: inhibitors of bursicon-induced Drosophila LGR2 receptor cAMP signaling; inhibition, % at 9.99 µM; HEK293 LGR2, CRE-luciferase, bursicon-stimulated, 4 h; hit rate 0.35% among 380,000;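 active means drop in luminescence signal, shown as inhibition above about 50% in the replicate tests, limit read from the data, passing the limit was not always enough; inconclusive means probably only some replicates passing the limit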;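 further: agonist challenge used bursicon conditioned medium at about half maximal strength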
# PGC1a acetyl inh: modulators of PGC1a acetylation | AID 651687 | U2OS PGC1a acetylation, AlphaScreen anti-acetyl-lysine; with virally co-expressed GCN5 acetyltransferase | hit rate 0.17% among 350,000 | inhibition, % at 15.6 µM;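 active means every replicate shows inhibition of at least 40%; inconclusive means mean inhibition at least 40% but some replicate below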;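 further: 0% = neutral control wells and 100% = positive control wells; some results beyond the cut were filed as inactive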
# PglD inh: blocks C. jejuni PglD acetyltransferase activity | inhibition, % at 12.5 µM | purified PglD enzyme, DTNB colorimetric CoA detection | AID 602405 | hit rate 0.098% among 360,000; in the data active means inhibition above about 16%, passing the limit was not always enough; inconclusive means no clear call, values can overlap the other calls; further: strong numbers were not always called active
# FN deposit inh: fibronectin deposition inhibition | AH1F fibroblasts, Alexa488-fibronectin deposition fluorescence, overnight | inhibition, % at 12.6 µM | hit rate 0.086% among 350,000 | AID 743247;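 active means mean inhibition across replicates of 30% or more, regardless of how many single replicates reach that level; inconclusive means mean under 30% yet at least half of replicates reach 30%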;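 further: positive control wells lacked labelled fibronectin entirely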
#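 Material: AH1F fibroblast monolayer depositing Alexa488-labelled fibronectin into matrix / Amount: 10000 AH1F cells per well / Signal: fluorescence 485/525 nm / Medium: DMEM, 2% serum / Compound: single dose, pinned / Incubation: 1 h cell adhesion before compound, then overnight fibronectin incubation / Reagent: Alexa488-FN, 24 nM final / Read-out: inhibition of fibronectin deposition signal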
# EWS-Fli inh: EWS/Fli transcriptional activity inhibition. A673 NR0B1-luciferase reporter, viability-normalised. AID 651661. inhibition, % at 12.6 µM. hit rate 0.67% among 350,000;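 active means mean inhibition of at least 50% after viability correction, with every replicate also passing that limit; inconclusive means mean reaches 50% but only one of two replicates passes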;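 further: firefly luciferase signal divided by Alamar Blue viability fluorescence both relative to DMSO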
# The depositor's hits bear a star; ? = inconclusive; · = no result given; & = joins results of further samples. Rows were taken by chance; any-hit rate near 2.1%.
SMILES,PAX8 inh HTS,ERAP1 inh,S100A4 MyoIIA,LGR2 inh,PGC1a acetyl inh,PglD inh,FN deposit inh,EWS-Fli inh
C[C@@H]1CCCCO[C@H](CN(C)Cc2ccncc2)[C@@H](C)CN([C@H](C)CO)C(=O)c2cc(NS(=O)(=O)c3cccs3)ccc2O1,·,-1.2,0.7,-13.8,5.7,-2.8,·,1.8
O=C(CSc1nnc(SCc2ccc(Cl)cc2)s1)N/N=C/c1ccccc1Cl,-47.7,·,·,-77.2,1.6,2.9,-7.4,·
CC(=O)Nc1ccc(S(=O)(=O)NC2CCCCCC2)cc1,7.0,5.7,-3.0,-5.2,·,2.3,-4.1,11.1
C[C@@H]1CCCCO[C@@H](CN(C)S(=O)(=O)c2ccc(F)cc2)[C@@H](C)CN([C@@H](C)CO)C(=O)c2cc(NS(=O)(=O)c3ccc(Cl)cc3)ccc2O1,42.5,0.1,-4.0,-7.2,9.2,-0.3,-8.2,4.7
C[C@H](CO)N1C[C@H](C)[C@H](CN(C)Cc2ccc(C(=O)Nc3ccccc3N)cc2)Oc2c(NC(=O)Nc3cccc4ccccc34)cccc2C1=O,11.6,0.8,1.4,3.7,-16.1,·,-11.6,·
C[C@H]1CN([C@@H](C)CO)C(=O)c2c(c3ccccc3n2C)-c2ccccc2CO[C@@H]1CN(C)Cc1cccc2c1OCCCO2,-23.9,-1.2,-2.0,·,1.0,·,·,-6.7
CN1c2ccc(Br)cc2[C@H]2[C@H](CCN2S(=O)(=O)c2ccc(F)cc2)[C@H]1CO,-14.4,-1.1,-9.2,-3.3,-10.7,2.1,-4.6,6.8
C[C@@H]1CN([C@H](C)CO)C(=O)c2cc(-c3ccc(F)cc3)cnc2O[C@H]1CN(C)CC1CCCCC1,-14.1,-11.8,-1.2,5.4,-22.5,4.2,4.4,27.5
CCN1C=C(C(=O)OC)C(c2cccc(OC)c2OC)C(C(=O)OC)=C1,8.1,-144.5,-0.3,6.3,-12.5,·,6.0,12.4
CCCN(CC1CC1)C(=S)Nc1ccccc1F,-21.3,2.4,-1.7,13.9,0.3,-2.4,·,3.4
COc1ccc(Cc2nnc(NC(C)=O)s2)cc1,-9.4,-0.8,0.6,-34.5,-2.9,·,8.3,5.4
CCCCCn1c(=O)[nH]c2cc(C(=O)NCCN3C(C)CCCC3C)ccc2c1=O (centres undefined),2.1,-4.1,-2.1,5.8,-22.1,10.2,-7.0,15.7
CCC1CCCCN1S(=O)(=O)c1ccc(-n2cnnn2)c(C)c1 (centres undefined),-11.9,0.0,0.1,19.2,·,2.3,-2.8,·
C[C@@H]1CCCCO[C@@H](CN(C)S(C)(=O)=O)[C@@H](C)CN([C@H](C)CO)C(=O)c2cc(NC(=O)Nc3ccc(C(F)(F)F)cc3)ccc2O1,-5.5,-0.1,5.1,-7.7,4.2,-0.3,·,-13.5
CC1CC(C)CN(C(=O)c2cn(C)c3ccc(S(=O)(=O)N(C)C)cc3c2=O)C1 (centres undefined),-10.2,·,2.6,-6.1,1.1,-0.7,-11.4,-0.9

# Next section (5 carried over from the part before).
SMILES,PAX8 inh HTS,ERAP1 inh,S100A4 MyoIIA,LGR2 inh,PGC1a acetyl inh,PglD inh,FN deposit inh,EWS-Fli inh
COc1ccc(Cc2nnc(NC(C)=O)s2)cc1,-9.4,-0.8,0.6,-34.5,-2.9,·,8.3,5.4
CCCCCn1c(=O)[nH]c2cc(C(=O)NCCN3C(C)CCCC3C)ccc2c1=O (centres undefined),2.1,-4.1,-2.1,5.8,-22.1,10.2,-7.0,15.7
CCC1CCCCN1S(=O)(=O)c1ccc(-n2cnnn2)c(C)c1 (centres undefined),-11.9,0.0,0.1,19.2,·,2.3,-2.8,·
C[C@@H]1CCCCO[C@@H](CN(C)S(C)(=O)=O)[C@@H](C)CN([C@H](C)CO)C(=O)c2cc(NC(=O)Nc3ccc(C(F)(F)F)cc3)ccc2O1,-5.5,-0.1,5.1,-7.7,4.2,-0.3,·,-13.5
CC1CC(C)CN(C(=O)c2cn(C)c3ccc(S(=O)(=O)N(C)C)cc3c2=O)C1 (centres undefined),-10.2,·,2.6,-6.1,1.1,-0.7,-11.4,-0.9
COc1ccc(NC(=S)NC2CC3CCCC(C2)N3C2CC2)cc1 (centres undefined),10.4,1.7,-1.1,6.6,·,·,2.5,-1.9
Fc1ccccc1OCCn1c(=S)[nH]c2ccccc21,-40.0,1.0,-4.1,-12.7,·,3.7,-8.5,-25.5
CC(C)C(=O)Nc1ccc2c(c1)C(=O)N(C)[C@@H]1CC[C@H](CC(=O)NCc3cccc(F)c3)O[C@@H]1CO2,2.4,·,·,2.7,-5.9,1.9,1.1,10.9
C[C@H]1CN([C@@H](C)CO)C(=O)Cc2cc(NC(=O)Cc3ccccc3)ccc2O[C@@H]1CN(C)S(C)(=O)=O,-24.2,-0.5,11.7,13.7,6.1,3.6,·,-2.9
CCN(CC)S(=O)(=O)c1ccc(OC)c(NC(=O)C(C)Oc2ccc3c(C)cc(=O)oc3c2)c1 (centres undefined),16.7,0.5,-10.3,11.2,3.5,-2.9,-2.2,6.5
CNC(=O)C(=O)NCC1OCCN1S(=O)(=O)c1ccc([N+](=O)[O-])cc1 (centres undefined),8.0,·,·,10.0,-5.0,8.2,2.0,·
C[C@]1(CC/C(=C/CO)CO)[C@H](CO)CC[C@@]23COC(=O)C2=CCC[C@@H]31,·,2.1,-1.0,1.2,0.6,5.0,·,10.1
C(CCCN1CCCCC1)CCN1CCCCC1,10.0,1.5,-2.1,·,-6.4,5.1,-1.5,-8.3
Nc1nnc(Sc2ncccc2[N+](=O)[O-])s1,15.7,8.1,3.8,-41.2,-4.5,-0.4,-4.8,2.8
Cc1cc(C)c(OCCCCN2CCNCC2)c(C)c1,17.3,-3.0,-2.9,-7.9,·,0.5,0.1,3.2
CCCCN(CC)CCNC(=O)CCNC(=O)Cn1ccc2ccccc2c1=O,18.6,-2.1,-19.4,-5.8,-4.2,·,-4.9,18.9
CCN1CCN(c2cc3nc(C)n(Cc4ccccc4)c(=O)c3cc2NC(=O)c2ccccc2F)CC1,41.9,0.2,3.7,-0.4,·,·,-3.9,?
COc1cccc(NC(=O)CN(C)S(=O)(=O)/C=C/c2ccccc2)c1,-1.1,-1.8,-2.5,-7.0,-18.2,0.1,1.6,-11.3
CCC(CO)Oc1cc(NC(=O)c2ccc([N+](=O)[O-])cc2)c2ncn(C(C)C)c2c1 (centres undefined),1.9,-2.8,1.3,1.7,5.3,-1.3&3.5,-3.3,-15.3
C[C@H](CO)N1C[C@H](C)[C@@H](CN(C)C(=O)Nc2ccc(F)cc2)Oc2ccc(NC(=O)Nc3cccc4ccccc34)cc2CC1=O,13.1,-2.4,-7.8,-2.9,-3.8,-1.6,·,7.1
COc1ccc(C2NN=C(c3c[nH]c4ccccc34)C2O)cc1 (centres undefined),18.3,-3.0,-8.9,-26.3,5.6,2.2,2.2,-21.9
Cc1ccc(C)c(C(C)NC(=S)NCc2ccc(F)cc2)c1 (centres undefined),-3.2,-4.2,-4.8,10.3,-7.9,3.3,5.8,7.9
C[C@H](CO)N1C[C@H](C)[C@@H](CN(C)S(=O)(=O)c2cccs2)Oc2ccc(NC(=O)Cn3cnnn3)cc2CC1=O,-1.6,0.1,-5.5,10.1,-7.5,-0.7,·,-1.9
CCOC(=O)CCC(=O)N(CCN(C(=O)CCC(=O)OCC)c1ccccc1)c1ccccc1,15.4,·,·,0.0,13.4,-2.9,7.4,·
C[C@@H]1CN([C@@H](C)CO)C(=O)c2c(c3ccccc3n2C)-c2ccccc2CO[C@H]1CN(C)C(=O)Nc1ccccc1,·,-2.7,3.3,8.0,-8.3,0.9,9.8,22.9
CCC(=O)N1[C@H](CN(CC)C(=O)NC2CCCC2)[C@@H](c2ccccc2)[C@@H]1CO,-10.1,-0.5,-0.3,14.8,0.7,1.7,·,-5.8
COc1ccc(N=Nc2c(-c3ccc(OC)cc3)[nH]oc2=O)cc1,-9.8,-2.3,7.6,-2.6,-5.6,-4.4,-16.5,14.6
CCCC(=O)Nc1ccc2c(c1)OC[C@@H](C)N(Cc1ccc(F)cc1)C[C@H](C)[C@@H](OC)CN(C)C2=O,9.3,·,0.3,-8.9,-16.1,-0.7,-0.1,0.4
O=C(O)c1ccc2c(c1)NC(=O)C(N1CCCC1)S2 (centres undefined),·,·,·,23.6,6.8,1.4,-7.7,·
CN1CCN(c2ccc([N+](=O)[O-])cc2NC(=O)c2ccccc2Cl)CC1,·,0.0,1.2,4.5,-14.6,·,·,2.5
Cc1noc(C)c1C(=O)OCC(=O)NC1CCCCC1C (centres undefined),-1.5,-4.5,-3.7,-16.8,·,2.2,-5.4,1.1
COc1cccc(C(=O)NC2CCCc3ccccc32)c1 (centres undefined),0.5,3.7,-7.5,-3.2,-2.7,5.6,1.7,7.7
C[C@H](CO)N1C[C@H](C)[C@H](CN(C)S(=O)(=O)c2cccs2)Oc2ncc(C#CC(C)(C)O)cc2C1=O,·,-2.4,6.1,6.9,-1.8,1.0,-5.0,-0.9
Cn1c(=O)n(C)c2cc(S(=O)(=O)Nc3cc(Cl)ccc3O)ccc21,1.9,1.9,1.5,2.9,·,·,-1.5,0.2
C[C@H]1CN([C@@H](C)CO)S(=O)(=O)c2ccc(-c3cccc(C#N)c3)cc2O[C@@H]1CN(C)C(=O)c1ccncc1,16.8,-1.0,2.3,-6.2,-4.6,-3.5,·,-4.7
CCOc1ccccc1C=NNC(=O)CCCCC(=O)NN=Cc1ccccc1OCC,11.1,0.6,2.1,-8.2,8.4,·,0.2,-10.4
CCC(=O)Nc1ccc2c(c1)C(=O)N(C)[C@H]1CC[C@H](CC(=O)N[C@H](C)c3ccccc3)O[C@@H]1CO2,·,2.3,-5.4,-5.7,-9.6,·,7.4,-6.8
N#CCCCN1C(=O)C(=C(C#N)C#N)c2ccccc21,-0.5,10.9,-4.2,0.1,·,·,-7.1,36.5
O=C(O)CCc1ccc(-c2cccs2)n1NC(=O)c1ccc(Cl)cc1Cl,·,·,·,13.8,6.9,4.4,-10.5,·
COc1cc(C(=O)NNC(=O)c2ccc(F)cc2)ccc1OCC(=O)N1CCOCC1,-0.1,-8.2,0.6,-0.3,2.3,-5.1,-5.6,-3.4
Cc1ccc(S(=O)(=O)N2CCC(C(=O)N3CCN(c4ccccn4)CC3)CC2)cc1C,9.0,-4.5,-4.7,10.0,-13.4,1.2,2.9,0.4
COC(=O)c1ccc(CO/N=C2\CCCc3nonc32)cc1,-19.9,7.5,-1.7,-37.3,-11.2,-1.1,·,6.2
O=C(C[C@H]1C=C[C@@H](NC(=O)Cc2ccccn2)[C@H](CO)O1)NCCc1ccncc1,0.2,-2.5,2.7,4.7,0.1,2.7,-6.7,-6.3
CC1(C)CC(=O)C(C(O)c2cccc([N+](=O)[O-])c2)C(C)(C)N1 (centres undefined),-4.2,-2.9,-0.1,-3.8,4.2,5.6,-4.8,10.8
